Compound activity (PubChem)
BoNT-F LC inh: BoNT/F light chain protease inhibitors, primary screen, biochemical, flow cytometry, MLPCN library; Botulinum neurotoxin type F light chain protease (Clostridium botulinum); Multiplex microsphere protease cleavage assay; inhibition, % at 10 µM; hit rate 0.22% among 360,000; in the data active = inhibition above about 35%, passing the limit was not always enough; note: plate controls were buffer without enzyme for full effect and enzyme alone for no effect
SARS 3CLpro inh: SARS-CoV 3CLpro protease inhibitors, primary screen, biochemical, quenched FRET; Replicase polyprotein 1ab (Severe acute respiratory syndrome coronavirus), P0C6X7; recombinant SARS-CoV 3CLpro, quenched FRET peptide cleavage; inhibition, % at 6 µM; hit rate 0.14% among 290,000; AID 1706, 2009; in the data active = inhibition above about 12%
PrPC surface inh: inhibitors of human cell surface prion protein PrPC, primary screen, cell-based, TR-FRET. Major prion protein (Homo sapiens), P04156. TR-FRET read-out. inhibition, % at 13.8 µM. hit rate 0.43% among 370,000; in the data active = inhibition above about 24%; note: 0% = median of the test wells and 100% = reference compound wells
Anthrax LF prot: Bacillus anthracis LF protease inhibitors, primary screen, biochemical, multiplex microsphere, MLPCN library. Lethal factor (Bacillus anthracis), P15917. hit rate 0.12% among 360,000. inhibition, % at 10 µM. AID 588501, 2011. multiplex microsphere protease cleavage assay; note: plate controls were buffer without enzyme for full effect and enzyme alone for no effect
Target sequence (P15917 whole entry, looked up): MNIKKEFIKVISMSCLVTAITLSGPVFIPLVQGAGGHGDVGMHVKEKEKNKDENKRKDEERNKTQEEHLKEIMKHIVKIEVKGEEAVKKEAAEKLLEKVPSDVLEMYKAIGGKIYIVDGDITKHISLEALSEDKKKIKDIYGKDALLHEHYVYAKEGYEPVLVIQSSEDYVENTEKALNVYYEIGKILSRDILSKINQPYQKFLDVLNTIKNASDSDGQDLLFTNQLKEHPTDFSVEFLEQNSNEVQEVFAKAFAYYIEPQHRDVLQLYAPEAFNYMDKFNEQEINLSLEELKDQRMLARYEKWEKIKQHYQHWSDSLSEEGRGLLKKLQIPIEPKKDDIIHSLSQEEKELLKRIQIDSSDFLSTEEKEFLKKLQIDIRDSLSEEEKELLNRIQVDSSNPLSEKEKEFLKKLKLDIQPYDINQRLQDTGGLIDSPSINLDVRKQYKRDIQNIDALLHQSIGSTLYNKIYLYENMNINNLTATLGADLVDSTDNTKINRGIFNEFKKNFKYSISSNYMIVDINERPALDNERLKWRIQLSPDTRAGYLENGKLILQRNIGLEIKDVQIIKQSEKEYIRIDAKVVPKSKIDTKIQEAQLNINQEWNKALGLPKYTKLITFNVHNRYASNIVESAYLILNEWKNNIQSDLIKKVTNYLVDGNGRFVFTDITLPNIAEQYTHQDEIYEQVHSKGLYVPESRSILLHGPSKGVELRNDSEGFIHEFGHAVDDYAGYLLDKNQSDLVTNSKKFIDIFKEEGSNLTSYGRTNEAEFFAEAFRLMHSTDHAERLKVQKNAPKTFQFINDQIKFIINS
CCHF vOTU inh: CCHFV vOTU protease inhibitors, primary screen, biochemical, Pep-AMC substrate, fluorescence | hit rate 0.55% among 370,000 | Crimean-Congo hemorrhagic fever virus L polyprotein viral ovarian tumor (vOTU) protease … | inhibition, % at 11.5 µM; in the data active = inhibition above about 30%; note: 0% = vehicle wells with enzyme and 100% = no enzyme wells
MazF activator: activators of E. coli MazEF toxin-antitoxin RNase, primary screen, biochemical, fluorescence, uHTS | Endoribonuclease toxin MazF (Escherichia coli (strain K12)), P0AE70 | FAM/BHQ RNA-DNA oligo cleavage fluorescence, 5 h | activation, % at 20 µM | hit rate 0.32% among 350,000 | AID 504720, 2011; in the data active = activation above about 50%
Rv3671c inh: Rv3671c serine protease inhibitors, primary screen, biochemical, fluorescence polarization, M. tuberculosis H37Rv; hit rate 0.048% among 320,000; P9WHR9; AID 2606, 2010; inhibition, % at 5.96 µM; in the data active = inhibition above about 38%;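 note: extracellular domain of Rv3671c used as enzyme; 0% = enzyme with DMSO and 100% = no enzyme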
BoNT A protease: BoNT/A light chain protease inhibitors, primary screen, biochemical, flow cytometry, MLPCN library | Botulinum neurotoxin type A light chain protease (Clostridium botulinum A str. ATCC 3502) | hit rate 0.17% among 360,000 | multiplex microsphere protease substrate cleavage | inhibition, % at 10 µM | AID 588499, 2011; note: plate controls were buffer without enzyme for full effect and enzyme alone for no effect
PriA SSB inh: inhibitors of Klebsiella pneumoniae PriA binding to SSB C-terminal tail, primary screen, biochemical, AlphaScreen | AlphaScreen SSBct-PriA binding, biotinylated peptide | inhibition, % at 33 µM | AID 1272365, 2023 | hit rate 0.6% among 430,000 | PriA–SSB C-terminal tail interaction (Klebsiella pneumoniae); in the data active = inhibition mostly above about 37%, no sharp cut-off; inactive = mostly below about 20%;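 note: plate controls were negative control peptide for no effect and reference peptide for full effect; strong numbers were not always called active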
DUSP3 inh: VHR1 phosphatase inhibitors, primary screen, biochemical, absorbance, uHTS | Dual specificity protein phosphatase 3 (Homo sapiens), P51452 | inhibition, % at 13.3 µM | recombinant VHR phosphatase, pNPP absorbance | hit rate 0.52% among 290,000; in the data active = inhibition above about 50%; note: some compounds called inactive have numbers as strong as hits
Target sequence (P51452 whole entry, looked up): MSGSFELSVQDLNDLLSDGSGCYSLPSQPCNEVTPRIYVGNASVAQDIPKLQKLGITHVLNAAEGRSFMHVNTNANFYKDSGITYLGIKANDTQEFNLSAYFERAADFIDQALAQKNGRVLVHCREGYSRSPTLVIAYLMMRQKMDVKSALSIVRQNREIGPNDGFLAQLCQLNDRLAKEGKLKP
Active calls of the source: *; . = no result given. Cut-off read from the data, not from the text of the source, unless noted: active = inhibition above about 30%; inconclusive = no clear call, values can overlap the other calls; inactive = below that. These rows are one share of the data; the hit share may differ from the screen's.

Sequence of screens – BoNT-F LC inh, SARS 3CLpro inh, PrPC surface inh, Anthrax LF prot, CCHF vOTU inh, MazF activator, Rv3671c inh, BoNT A protease, PriA SSB inh, DUSP3 inh
- O=C(COC(=O)c1nc(-c2ccccc2)n(-c2cccc(C(F)(F)F)c2)n1)NCc1cccs1
    6, 1, -4, -2, 25, -1, 0, 0.1, -12, 18
- Cc1cc(=O)n2nc(N3CCCC3C(=O)NCc3ccccn3)sc2n1 (centres undefined)
    6, 1, -4, 4, 8, 5, 0, -0.1, 3, -4
- O=C(Nc1ccc(N2CCOCC2)cc1)c1cc2ccccc2o1
    2, -2, 7, -1, -9, 5, 9, -0.6, 6, -5
- CCOC(=O)C1CCN(S(=O)(=O)c2ccc(OC)c(Cl)c2)CC1
    -2, 3, 1, -5, -1, 4, 0, -0.8, -9, 12
- Cc1ccc(S(=O)(=O)Oc2ccccc2/C=N/NC(=O)c2c(Cl)cnn2C)cc1
    -12, 3, 2, 0, -5, 3, -2, -0.1, ., 13
- O=C(CN1C(=O)C2CC=CCC2C1=O)Nc1nccs1 (centres undefined)
    -10, ., -2, -1, 7, 4, 11, -0.3, -13, 22
- COc1ccc(CNC(=O)COc2cc(O)c3c(c2)OC(C)(C)CC3=O)cc1
    6, 4, -2, 13, -6, 0, -3, -0.9, -3, 33
- CCCCCCCCN1C(=O)[C@H](CC(=O)N2CCN(C(=O)C3CC3)CC2)C[C@@]2(C(=O)OC)CCCCC=C12
    6, ., 2, 0, 14, ., ., 1.3, ., .
- CN1C(=O)C(C)(C)c2cc(S(=O)(=O)N3CCC(C(=O)NCc4ccc(F)cc4)CC3)ccc21
    -8, -2, -5, -2, -3, 1, -8, 0.1, -4, 13
- Cc1cc2c(cc1C)CSC(c1ccc3ccccc3c1O)SC2
    6, 8, -4, 5, 14, 5, 0, -0.4, 5, -8
- CC(C)Oc1ccc(S(=O)(=O)N2CCOCC2)cc1NC(=O)c1ccc(Cl)c(S(=O)(=O)N2CCOCC2)c1
    0, ., 5, 0, -8, 5, ., 0.4, ., .
- O=C(NC12CC3CC(CC(C3)C1)C2)N(Cc1ccccc1)Cc1ccncc1
    2, 6, 13, 0, 15, 3, 4, 0.6, -5, 26
- CCOC(=O)/C(C#N)=C/c1cn(CCC(=O)O)nc1-c1ccc(Cl)cc1
    0, 2, -4, -1, 2, -3, -2, -0.6, -14, 3
- Cc1ccc(NC(=O)CN(C)S(=O)(=O)c2ccc(Cl)s2)c(O)c1
    ., ., 5, ., 7, 12, -3, ., -2, .
- O=C(C1CCC(CNc2c(N3CCCCC3)c(=O)c2=O)CC1)N1CCc2ccccc2C1 (centres undefined)
    -2, 2, -2, -7, -3, -11, ., 1.0, -28, -6
- O=C(NCCc1ccc(F)cc1)Nc1ccc2c(c1)OCO2
    1, 3, 7, -1, 8, 2, -6, 0.0, 1, 18
- CN(c1ccccc1)S(=O)(=O)c1ccc(C(=O)NNC(=O)c2ccccc2F)cc1
    -6, ., -3, 12, 3, 6, -12, 1.3, -7, .
- CS(=O)(=O)N(CC(=O)NCCSc1ccccc1)c1ccc2c(c1)OCO2
    -17, -1, 0, -12, -7, -1, -3, -4.6, -12, 0
- CCOc1ccc(NC(=O)c2ccc3c(SCC(=O)O)c4c(nc3c2)CCCC4)cc1
    -1, 3, -7, -2, -2, 3, -72, -1.0, -3, 26
- COc1ccccc1C(=O)CSc1nnc(-c2ccco2)o1
    0, 5, -1, 13, -3, -1, -5, 0.2, 1, -1

Sequence of screens – BoNT-F LC inh, SARS 3CLpro inh, PrPC surface inh, Anthrax LF prot, CCHF vOTU inh, MazF activator, Rv3671c inh, BoNT A protease, PriA SSB inh, DUSP3 inh
- CC1CCCN(C(=O)c2ccc(NS(=O)(=O)c3cccc([N+](=O)[O-])c3)cc2)C1 (centres undefined)
    5, ., -10, 2, 17, 3, -4, 2.8, -20, .
- CN(C)S(=O)(=O)c1ccc(C(=O)OCCCN=C2NS(=O)(=O)c3ccccc32)cc1
    -1, -3, 0, 0, 4, 5, 4, -0.2, -2, 4
- CN(CC1CCCO1)S(=O)(=O)c1ccc(C(=O)Nc2ccc(F)cc2)cc1 (centres undefined)
    12, -2, 4, 6, 6, 0, -2, 11, -5, -17
- CCN1C(=O)/C(=C/C=C2\C=CN(CC)c3ccccc32)SC1=S
    -9, 1, -20, 16, 11, 13, 3, 41*, 62, 3
- O=C(NN=Cc1ccc(N2CCOCC2)cc1)c1cc2ccccc2cc1O
    -6, ., 3, 1, 11, -4, 9, -0.2, -15, .
- CC(=O)NC(Cc1cccc(C)c1)C(=O)NC1CCN(C(=O)NCc2ccccc2)CC1 (centres undefined)
    19, -1, 4, 5, 0, 9, ., -0.8, -6, 34
- Cc1ccc(C(=O)N2CCc3ccccc32)cc1[N+](=O)[O-]
    -13, 1, 1, -2, 8, 0, -2, -4.9, -2, 5
- COc1ccc(/C(C)=N/NC(=O)CNC(=O)c2ccncc2)c(OC)c1
    -8, 6, 1, -2, 9, -18, 8, -2.5, ., -3
- CSC(=Nc1ccccc1)C(C#N)c1nc2ccccc2[nH]1 (centres undefined)
    -8, 0, 9, -6, 1, -5, 3, 0.0, 1, -4
- COc1cc(C(=O)OC(C)C(=O)N2CCc3ccccc3C2)ccc1OCC(=O)N1CCOCC1 (centres undefined)
    -21, 0, -4, -1, 9, -3, 2, -0.5, 0, 8
- O=[N+]([O-])c1ccc(Nc2ccccc2)cc1
    -1, 6, -16, -2, 8, 0, -6, 1.3, -27, 18
- NC(=O)C1CCCN(S(=O)(=O)c2ccc(Br)cc2)C1 (centres undefined)
    -22, -2, 2, 3, 2, -2, 4, 0.0, 3, 21
- CC(=O)Nc1cccc(C(=O)Nc2ccccc2C(=O)O)c1
    -26, -5, 4, 0, -5, -2, 1, -0.6, -11, 6
- Cc1ccc(NC(=O)Cc2nnc(SCC(=O)NC3CCCC3)n2C)c(C)c1
    -6, 1, -4, 5, 1, -30, 1, -3.0, -19, 31
- CCOc1ccc(N2CC(=O)Nc3ccccc3NCC2=O)cc1
    -24, 6, 4, -2, -3, 2, 5, 1.2, 26, 29
- Clc1ccc(-c2nc3ccc(Cl)cn3c2CN2CCOCC2)cc1
    -2, -2, -5, -1, 4, 3, 0, -0.3, -28, 5
- CC(C)OC(=O)c1cc2c(ccn2-c2ccc(F)cc2)n1CC(=O)N1CCN(C(=O)c2ccco2)CC1
    -10, 3, -9, -16, 11, 13, 4, -0.3, 4, 9
- COc1ccccc1C(=O)Nc1ccnn1C1CCN(C2CCCCC2)CC1
    -1, ., -13, -1, -9, -17, ., 0.1, ., .
- COc1ccc(CCNc2ccc(C(CC(N)=O)NC(=O)c3cc(C)cc(C)c3)cc2[N+](=O)[O-])cc1 (centres undefined)
    -1, -2, -13, -7, -2, 3, -6, 0.2, -12, 1
- NS(=O)(=O)c1ccc(CNC(=O)Cc2ccccc2[N+](=O)[O-])cc1
    -15, -2, -11, -10, 1, 4, -7, 0.7, -6, 29

Sequence of screens – BoNT-F LC inh, SARS 3CLpro inh, PrPC surface inh, Anthrax LF prot, CCHF vOTU inh, MazF activator, Rv3671c inh, BoNT A protease, PriA SSB inh, DUSP3 inh
- O=C1CC(SC(=Nc2ccccc2)Nc2ccccc2)C(=O)N1c1ccc(Cl)cc1 (centres undefined)
    -4, 4, -3, -1, -8, 10, 8, 0.0, -20, 14
- Cc1cccc(NC(=O)NN2CCN(C)CC2)c1C
    2, -2, 5, 3, 10, 0, ., -0.7, 3, 11
- Oc1cc(-c2ccncc2)cc2cccnc12
    -5, ., -16, 0, 18, 3, 1, -0.9, 55*, .
- C[C@H](CO)N1C[C@H](C)[C@@H](CN(C)S(=O)(=O)c2cccs2)Oc2c(NC(=O)Nc3ccc4c(c3)OCO4)cccc2C1=O
    2, ., 7, 0, 12, 10, -3, 0.2, 17, .
- CCN1C(=O)NC(=O)/C(=C\c2ccc(N3CCOCC3)cc2OC)C1=O
    ., -2, -1, ., 8, ., -15, ., ., 30
- O=C(COc1ccccc1Cl)OCC(=O)N1CCN(S(=O)(=O)c2ccccc2)CC1
    -11, 3, 1, -4, -1, -3, 2, 0.1, -2, -22
- CCc1ccc(-c2nc(CSCC(=O)N3CCN(c4ccccn4)CC3)c(C)o2)cc1
    -6, -1, 9, -4, 2, 4, 5, -0.4, 6, 13
- CCOC(=O)[C@]12CCCC=C1N(Cc1ccc(Cl)cc1Cl)C(=O)[C@H](CC(=O)NCc1cccc(C(F)(F)F)c1)C2
    1, ., 4, -6, 24, ., ., -0.1, ., .
- CC(C)(C)Cn1c(=O)[nH]c(=O)c2cc([N+](=O)[O-])cnc21
    0, -5, 8, -2, -17, 7, 2, 0.0, -3, 4
- Cn1cc(C(=O)NCCc2ccccc2)c(=O)c2cc(S(=O)(=O)N3CCOCC3)ccc21
    7, ., 0, 1, -15, 28, ., -1.0, 0, .
- N#CC1=C(N)Oc2n[nH]c(-c3cccs3)c2C1c1ccoc1 (centres undefined)
    -18, -1, 0, 2, 8, -16, -8, 0.6, -5, 15
- COc1cc([N+](=O)[O-])cc(/C=N/NC(=O)CSc2nnc(-c3ccccc3)n2C)c1O
    ., 5, ., ., ., 1, 11, ., ., -4
- CCCOC(=O)CC1C(=O)NCCN1Cc1ccc(F)cc1 (centres undefined)
    2, -3, -2, -3, 0, 12, 0, -0.3, -21, 29
- O=C(NCc1cccc(C(F)(F)F)c1)N1CCN(S(=O)(=O)c2ccccc2F)CC1
    -29, -2, 2, 10, -1, 4, 8, -0.1, -3, 11
- COC1=Nc2ccccc2N2CCN=C12
    1, ., -3, 5, -29, ., ., -0.1, ., .
- O=C(N/N=C/c1ccco1)C1CCCC1
    -1, 2, ., 2, ., 7, 2, -1.4, ., 20
- COc1ccccc1Cc1c(-c2ccco2)nc2ccc(Cl)cn12
    -12, ., 6, 9, -3, ., ., 5.1, ., .

Three compounds already listed, sorted by SMILES length, high to low:
Sequence of screens – BoNT-F LC inh, SARS 3CLpro inh, PrPC surface inh, Anthrax LF prot, CCHF vOTU inh, MazF activator, Rv3671c inh, BoNT A protease, PriA SSB inh, DUSP3 inh
- O=C(COc1ccccc1Cl)OCC(=O)N1CCN(S(=O)(=O)c2ccccc2)CC1
    -11, 3, 1, -4, -1, -3, 2, 0.1, -2, -22
- O=C1CC(SC(=Nc2ccccc2)Nc2ccccc2)C(=O)N1c1ccc(Cl)cc1 (centres undefined)
    -4, 4, -3, -1, -8, 10, 8, 0.0, -20, 14
- Cc1cccc(NC(=O)NN2CCN(C)CC2)c1C
    2, -2, 5, 3, 10, 0, ., -0.7, 3, 11
